# ARFGAP1 inh = inhibitors of rat ARFGAP1 GAP activity, primary screen, biochemical, fluorescence polarization, GDP tracer | ADP-ribosylation factor GTPase-activating protein 1 (Rattus norvegicus), Q62848 | Arfgap1-stimulated ARF1 GTP hydrolysis, GDP FP detection | inhibition, % at 16.5 µM | 360,000 compounds, 0.26% hits | AID 651572, 2012;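 active = inhibition above a per-plate limit, mean inhibition of low control wells plus 3 SD, cut at about 25% in these data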;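 also: 0% = DMSO wells with enzyme and 100% = wells lacking Arfgap1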
#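 Repeats: one replicate per compound; assay system: rat Arfgap1 catalytic domain, aa 1-136; times: enzyme reaction 120 min at 25 °C after 20 min preincubation; detection: FP of antibody-bound GDP Alexa 633 tracer, ex 620/em 688 nm; benchmarks: high control wells lacking Arfgap1, low control full reaction with DMSO; reagent: human ARF1(Δ1-17)-GTP substrate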
# Tn7 DDE FP = inhibitors of Tn7 peptide binding to fibrin DD(E), primary screen, biochemical, fluorescence polarization, human fibrin, Tn7 probe. Fibrinogen beta chain (Homo sapiens), P02675. FP displacement of FITC-Tn7 peptide from fibrin DD(E); 0% = median of compound wells per plate. inhibition, % at 8.3 µM. 370,000 compounds, 0.13% hits. AID 720508, 2013;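 active = inhibition above the mean of compounds falling within the control limits plus 3 SD of them, cut at about 14% in these data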;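 also: 0% = plate median of compound wells and 100% = 10 µM Aha-Tn7 peptide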
#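 assay system = human clot-derived fibrin DD(E) complex | quantity = Fibrin-DD(E) at 2 µM final | timing = 10 min preincubation, 3 h with tracer, room temperature | signal = fluorescence polarization | measure = percent inhibition | benchmarks = high control wells with 10 µM unlabelled Aha-Tn7 peptide (full inhibition) | replicates = singlicate testing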
# ADAM17 inh = ADAM17 inhibitors, primary screen, biochemical, QFRET; recombinant ADAM17, EDANS/DABCYL FRET peptide cleavage; AID 720648, 2013; inhibition, % at 6.95 µM; Disintegrin and metalloproteinase domain-containing protein 17 (Homo sapiens), P78536; 370,000 compounds, 0.83% hits;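 active = inhibition above the mean of compounds lying between control limits plus 3 SD, set per campaign, cut at about 8.5% in these data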;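 also: 0% = DMSO-only wells as the low control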
# Target sequence (P78536 215-824 limits assumed): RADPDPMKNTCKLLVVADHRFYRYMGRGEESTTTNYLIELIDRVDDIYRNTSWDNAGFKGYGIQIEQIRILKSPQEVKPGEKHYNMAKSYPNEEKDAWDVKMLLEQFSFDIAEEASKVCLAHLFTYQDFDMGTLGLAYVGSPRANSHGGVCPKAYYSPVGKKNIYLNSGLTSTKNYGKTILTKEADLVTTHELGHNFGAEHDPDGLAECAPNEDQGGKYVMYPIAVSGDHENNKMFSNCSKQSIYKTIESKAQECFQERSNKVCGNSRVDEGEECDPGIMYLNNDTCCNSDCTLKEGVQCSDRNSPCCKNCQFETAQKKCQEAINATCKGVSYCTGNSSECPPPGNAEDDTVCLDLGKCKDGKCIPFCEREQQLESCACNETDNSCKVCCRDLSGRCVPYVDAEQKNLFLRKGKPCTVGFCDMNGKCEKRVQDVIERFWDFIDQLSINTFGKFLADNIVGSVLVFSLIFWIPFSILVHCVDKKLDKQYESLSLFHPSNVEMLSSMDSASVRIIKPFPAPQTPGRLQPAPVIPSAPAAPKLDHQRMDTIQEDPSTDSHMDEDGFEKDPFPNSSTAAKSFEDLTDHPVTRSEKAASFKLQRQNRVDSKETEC
# PLC-gamma1 inh = PLC-gamma1 enzyme inhibitors, primary screen, biochemical, fluorescence, purified enzyme | inhibition, % at 12.2 µM | fluorogenic substrate | AID 720700, 2013 | 1-phosphatidylinositol 4,5-bisphosphate phosphodiesterase gamma-1 (Homo sapiens), P19174 | 370,000 compounds, 0.84% hits; in the data active = inhibition above about 9.5%
# DDE Tn6 FP inh = inhibitors of Tn6 peptide binding to fibrin DD(E), primary screen, biochemical, fluorescence polarization, human fibrin, Tn6 probe; inhibition, % at 8.3 µM; Fibrin DD(E) TRITC-Tn6 fluorescence polarization displacement; 370,000 compounds, 0.21% hits; AID 720509, 2013; Fibrinogen beta chain (Homo sapiens), P02675;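 active = inhibition above a per-campaign cutoff: mean of compounds within control limits plus 3 SD, cut at about 15% in these data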;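 also: 0% = median of all compound wells on the plate and 100% = blocking peptide control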
# TDP2 absorb = human TDP2 enzyme inhibitors, primary screen, biochemical, epi absorbance, recombinant enzyme; Tyrosyl-DNA phosphodiesterase 2 (Homo sapiens), O95551; T5PNP hydrolysis, p-nitrophenol absorbance 415 nm; inhibition, % at 12.8 µM; 370,000 compounds, 0.34% hits; AID 720702, 2013;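 active = inhibition above the mean of all tested compounds plus 3 SD, set per campaign, cut at about 25% in these data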;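 also: 0% = DMSO with enzyme and 100% = buffer with substrate but no TDP2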
#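 Read-out basis: percent inhibition. System: recombinant human TDP2. Buffer or medium: Mg2+-containing Tris-HCl buffer, pH 7.5. Repeats: single replicate. Timing: reaction 2 h, 37 °C. Benchmarks: high control without enzyme, low control DMSO plus TDP2. Probe or stimulus: 5 mM T5PNP. Doses: 12.8 µM only. Measured by: epi absorbance of p-nitrophenol freed from T5PNP by hydrolysis.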
# ASAP1 inh = inhibitors of human ASAP1 ArfGAP activity, primary screen, biochemical, fluorescence polarization; ASAP1-stimulated ARF1 GTP hydrolysis, GDP FP detection; inhibition, % at 16.5 µM; 360,000 compounds, 0.19% hits; in the data active = inhibition above about 25%;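 also: 0% = vehicle with enzyme and substrate and 100% = no enzyme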
# Target sequence (Q9ULH1 325-724 limits assumed): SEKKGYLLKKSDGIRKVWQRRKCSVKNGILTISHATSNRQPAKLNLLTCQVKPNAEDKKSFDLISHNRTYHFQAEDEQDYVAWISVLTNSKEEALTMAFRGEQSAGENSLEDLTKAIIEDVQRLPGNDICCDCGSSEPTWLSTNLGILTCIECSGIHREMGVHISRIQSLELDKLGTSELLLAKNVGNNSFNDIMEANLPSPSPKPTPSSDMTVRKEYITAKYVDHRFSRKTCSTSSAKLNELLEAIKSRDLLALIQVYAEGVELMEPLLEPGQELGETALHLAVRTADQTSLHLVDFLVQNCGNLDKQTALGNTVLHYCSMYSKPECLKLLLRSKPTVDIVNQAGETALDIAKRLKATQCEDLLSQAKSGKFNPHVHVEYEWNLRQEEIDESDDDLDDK
# ADAM10 inh = human ADAM10 inhibitors, primary screen, biochemical, QFRET, HTS. inhibition, % at 7 µM. 370,000 compounds, 0.62% hits. recombinant ADAM10, EDANS/DABCYL FRET peptide cleavage, 3 h. AID 720582, 2013;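 active = inhibition above a per-campaign cutoff equal to the mean of compounds falling between control-based bounds plus 3 SD, cut at about 20% in these data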;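 also: 0% = DMSO wells while the 100% control is not disclosed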
# PLC-beta3 inh = human PLC-beta3 inhibitors, primary screen, biochemical, fluorescence; Purified PLC-beta3, fluorogenic substrate; inhibition, % at 12.2 µM; 370,000 compounds, 0.18% hits; in the data active = inhibition above about 11%;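 also: 0% = median of compound wells on plate and 100% = full blocker control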
# SIAE primary = human SIAE inhibitors, primary screen, biochemical, fluorescence polarization, FP-Rh probe, 1536-well HTS. Sialate O-acetylesterase (Homo sapiens), Q9HAT2. AID 1053197, 2014. inhibition, % at 9.66 µM. 370,000 compounds, 0.69% hits. SIAE FP-Rh probe binding;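 active = inhibition above a cutoff: mean of compounds within the control limits plus 3 SD of those, cut at about 17% in these data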;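 also: 0% = plate median of compound wells and 100% = probe without SIAE protein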
# Starred values were filed as active, the others as inactive; i = inactive; . = no result given.
SMILES,ARFGAP1 inh,Tn7 DDE FP,ADAM17 inh,PLC-gamma1 inh,DDE Tn6 FP inh,TDP2 absorb,ASAP1 inh,ADAM10 inh,PLC-beta3 inh,SIAE primary
CCCc1cc(=O)oc2cc(C)cc(OCC(=O)N3CCC(C(N)=O)CC3)c12,12,-1,-113,-176,4,-4,11,-458,-221,-3
O=c1[nH]c(SCc2nc3ccccc3c(=O)n2-c2ccccc2C(F)(F)F)nc2ccccc12,2,-7,2,5,1,-8,7,4,1,-4
C#CCCCN([C@H](C(=O)OC)C(C)C)S(=O)(=O)c1ccc(F)cc1Br,.,-7,5,1,0,-12,.,9,4,1
O=C(N/N=C/c1ccc(C(=O)O)cc1)C(=O)N1CCCCCC1,-4,7,-3,-3,4,-2,-3,-7,-8,-4
COCCn1c(-c2ccc(-c3ccccc3Cl)o2)nc2c1c(=O)[nH]c(=O)n2CC(C)C,-1,-2,-28,-13,2,-7,-10,-99,-23,-5
COc1cccc(CNC(=O)CCCn2nc(C)c3c(C)n(-c4ccccc4)nc3c2=O)c1,-9,-5,-2,2,-6,0,9,-7,-3,-1
C/C(=N\NC(=O)c1ccncc1)c1cccnc1,-5,4,0,-1,7,2,1,-4,-6,4
Cc1ccc(C)c(N(C(=O)Cn2nnc(-c3cccs3)n2)C(C(=O)NC2CCCC2)c2ccncc2)c1 (stereo not drawn),31*,-4,-1,4,2,9,-9,-1,3,-3
COc1ccc(C2=CC(=O)CC(C)(C)C2)cc1,5,-2,-7,-1,-2,7,-3,-6,0,6
Cc1ccc(C(=O)Nc2ccccc2N2CCCCC2)cc1,-3,-7,2,-1,-8,-3,7,4,-3,-4
COC(=O)CSc1nc2c(c(-c3ccc(O)cc3)c1C#N)CCCC2,16,-6,6,-22,2,-6,8,15,-32,-4
COCCNC(=O)CSc1c2c(nc3ccc(Cl)cc13)CCCC2,0,-2,-2,-3,-7,0,4,-5,1,-1
COc1ccc(NC(=S)NC(=O)c2csnn2)cc1,-1,-2,-2,2,-1,1,-17,4,5,3
Cc1c(NC(=O)Nc2ccc(Cl)c(Cl)c2)sc(=S)n1C,9,8,1,-3,-24,9,11,1,-2,2
Cc1ccc(O)c(C2=Nc3ccccc3C2(C)C)c1,0,-4,2,-75,5,-3,6,-9,-85,-3
CSCCC(C(=O)N1CC2(C)CC1CC(C)(C)C2)N1C(=O)c2ccccc2C1=O (stereo not drawn),8,-5,5,5,5,-19,14,-5,1,2
C/C(=N\NC(N)=S)c1ccc2c(c1)OCCO2,3,-5,-3,-1,-8,-4,0,-11,-1,4
O=c1[nH]c2sc3c(c2c(=O)n1Cc1ccccc1)CCC3,11,-5,-1,-5,8,-6,-16,3,-6,-1
O=C(C1CCCN(S(=O)(=O)c2ccc(F)cc2)C1)N1CCCCC1 (stereo not drawn),-4,4,-6,1,-8,-2,-4,5,-8,-5
COc1cc(CN2CCCC(CO)(Cc3ccccc3C)C2)cc2c1OCO2 (stereo not drawn),-11,-1,-4,2,-13,0,20,1,-5,9
COC(C/C=C/C(=O)[C@@H](C)OCc1ccccc1)OC,-5,10,5,2,5,-11,17,0,4,-2
COc1ccc(NS(=O)(=O)c2ccc(OC)c(NC(=O)CCC3CCCC3)c2)cc1,-3,-8,12*,6,0,-14,0,18,6,1
Cc1cc(C)cc(NC(=O)CN2CCc3cc4c(cc3C2C)OCCCO4)c1 (stereo not drawn),-8,0,0,-5,3,7,17,-1,-9,0
COc1ccc(CN2C(CC(=O)Nc3cccnc3)c3ccc(C(F)(F)F)cc3S2(=O)=O)cc1 (stereo not drawn),0,6,0,2,-4,4,-16,-13,2,5
Cn1c(N)c(C(=O)COC(=O)CCCc2c[nH]c3ccccc23)c(=O)n(C)c1=O,-1,2,-2,0,1,9,11,3,-1,-1
CCCCCCN(CCCCCC)C(=O)Cc1c(-c2ccc(F)cc2)[nH]c2ccccc12,16,-7,2,2,7,2,9,0,4,3
Cc1cccc(CNc2ccc(C(CC(N)=O)NC(=O)c3cccc(Br)c3)cc2[N+](=O)[O-])c1 (stereo not drawn),-9,5,0,-1,5,-3,-16,-8,-1,0
O=S(=O)(CCc1ccccc1)N1CCOCC1,18,-1,0,6,1,-5,5,-12,3,-3
CNS(=O)(=O)c1ccc(NCC2COc3ccccc3O2)c([N+](=O)[O-])c1 (stereo not drawn),9,-3,4,2,4,-3,0,7,2,-6
CC(NC(=S)NCCCN1CCOCC1)C1CC2CCC1C2 (stereo not drawn),11,2,-4,-1,2,-5,-6,-1,-5,2
COc1ccc(NC(=O)c2cc(-c3ccccc3Cl)on2)cc1OC,-4,-5,-2,0,-4,10,-18,-2,-10,-4
CC(O)[C@H]1CNC(=O)C(=O)N1CCc1cccc(F)c1 (stereo partly drawn),12,4,-3,2,1,6,-2,0,-1,11
Cc1ccccc1/C=N/Nc1ncnc2nc[nH]c12,14,2,-2,-1,4,11,-8,3,-4,0
Cn1nc(C(=O)Nc2ccc(S(=O)(=O)Nc3ncccn3)cc2)ccc1=O,6,8,-6,-3,-1,4,9,-1,-12,1
CC(C)(C)[C@]1(O)CCN2C[C@H]3c4ccccc4CCc4cccc(c43)[C@@H]2C1,-1,-6,0,2,7,-10,13,2,2,-5
Cc1noc(C)c1COc1ccc2ccc(=O)oc2c1,2,3,-62,-12,12,7,-14,-194,-9,0
O=C(/C=C/c1ccco1)NC(=S)Nc1ccc(C(=O)O)cc1,-9,-3,-3,26*,-4,40*,8,-3,-11,2
COc1ccc(OC)c(N2Cc3ccccc3C2)c1,3,7,-3,-5,1,4,16,-4,-7,15
C(=C\c1ccccc1)/C=N/Nc1nc2ccccc2[nH]1,10,4,5,-84,-13,-5,19,2,-104,22*
COc1ccc(C)cc1NC(=O)C(OC(=O)c1ccc(Cl)c(S(=O)(=O)N(C)c2ccccc2)c1)c1ccccc1 (stereo not drawn),-1,-2,1,-1,-3,0,9,-7,-2,-6
O=C(Nc1ccccc1C(F)(F)F)OC1CC2CC1[C@H]1CCCCN1C2 (stereo partly drawn),.,1,-8,-3,-3,8,.,-11,-2,-1
Cc1ccc(S(=O)(=O)N2CCC(C(=O)N3CCCCCCC3)CC2)cc1C,-12,2,-1,4,-4,-1,-18,-10,1,0
O=C(COC(=O)c1nc(Cl)ccc1Cl)NCc1ccc(Cl)cc1Cl,-2,-1,-4,4,6,8,1,-3,-3,4
CC(C)(C)S(=O)N1Cc2ccc(CO)cc2[C@H]1CCO (stereo partly drawn),9,1,1,-2,1,2,3,-3,-1,0
O=C(CN1C(=O)C2CCCCC2C1=O)Nc1nccs1 (stereo not drawn),-2,0,-3,1,5,-10,9,-3,-6,-1
CCc1c(-c2ccccc2OC)ncn1Cc1cccc(-c2ccccc2)c1,5,3,5,0,-1,-1,5,-6,-4,0
CCOc1cccc(-c2c(C(=O)N/N=C/c3cccs3)nnn2-c2nonc2N)c1,5,1,4,-5,3,17,8,7,-15,-9
CC1CCN(S(=O)(=O)c2cccc(C(=O)N(C)C3CCS(=O)(=O)C3)c2)CC1 (stereo not drawn),14,-1,0,5,2,-2,-6,-6,0,-2
Cc1ccc(C(C)C)c(OCCCN2CCc3ccccc3C2)c1,4,7,-2,1,6,-5,6,0,-1,-6
C[C@H](CO)N1C[C@H](C)[C@@H](CN(C)C(=O)Nc2ccc3c(c2)OCO3)Oc2c(NC(=O)Nc3ccccc3)cccc2C1=O,-9,-2,-1,-7,-1,2,9,-1,-12,1
O=C(Cc1ccc2c(c1)OCCO2)N1CCN(S(=O)(=O)c2cccs2)CC1,-1,-3,-2,3,6,-11,6,0,-4,-6
c1ccc(-n2c(-c3ccncc3)nnc2-c2ccco2)cc1,0,-6,-1,-14,-3,9,10,-6,-21,5
CC(C)N1CCC(=NNc2ccc([N+](=O)[O-])cc2S(=O)(=O)N2CCOCC2)CC1,13,2,-7,-7,-6,2,4,-4,-10,8
Cn1c(=O)[nH]c(=O)c2c1nc(NCCCn1ccnc1)n2CCOc1ccccc1,-1,12,-5,2,8,1,-2,-2,0,5
COc1ccc(C(=O)N/N=C/c2c(CO)cnc(C)c2O)cc1,-5,-2,-274,i,-2,-7,1,i,i,5
CCNC(=O)c1cc(Br)ccc1Cl,8,-1,-2,1,9,5,10,3,0,1
CC(OC(=O)c1cccnc1Cl)C(=O)NC1CCCCC1 (stereo not drawn),-11,-1,-4,3,2,2,3,-17,-9,-1
CCOc1ccccc1-c1nnc(CS(=O)(=O)c2ccccc2)o1,-7,-2,-3,-2,2,3,4,-8,-7,-13
C[N+]1(CC#CC(O)(c2ccccc2)c2ccccc2)CCCC1,-1,5,-4,-1,-1,4,4,-5,2,7
O=C(COC(=O)c1ccccn1)Nc1ccc2c(c1)OCCO2,-7,-8,-1,0,3,-1,-8,-1,-5,0

# Single records (already shown). Order of values: ARFGAP1 inh, Tn7 DDE FP, ADAM17 inh, PLC-gamma1 inh, DDE Tn6 FP inh, TDP2 absorb, ASAP1 inh, ADAM10 inh, PLC-beta3 inh, SIAE primary
# CNS(=O)(=O)c1ccc(NCC2COc3ccccc3O2)c([N+](=O)[O-])c1 (stereo not drawn) as listed: 9, -3, 4, 2, 4, -3, 0, 7, 2, -6
# COc1ccc(C2=CC(=O)CC(C)(C)C2)cc1 as listed: 5, -2, -7, -1, -2, 7, -3, -6, 0, 6
# Cc1ccccc1/C=N/Nc1ncnc2nc[nH]c12 as listed: 14, 2, -2, -1, 4, 11, -8, 3, -4, 0
